# Kir21 inh = inhibitors of mouse Kir2.1 inward-rectifier potassium channel; P35561; HEK293-Kir2.1, FluxOR thallium flux fluorescence; hits give low values; B-score at 10 µM; actives 0.85% (n = 310,000); AID 1672;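 active means fluorescence ratio B-score at or below minus 3 SD of library scores, with starting-brightness B-score within 2 SD, cut at about -4.2 in these data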;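 further: channel flux triggered by added potassium and thallium sulfate stimulus; B-score of peak minus minimum fluorescence over baseline after thallium stimulus; more negative B-score means stronger Kir2.1 block with less thallium influx; some compounds called inactive have numbers as strong as hits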
# KCNQ2 inh = KCNQ2 channel blockers in CHO-K1 cells – cell-based, FluxOR thallium flux, B-score, primary screen (AID 2156); O88943; 20 min; hits give low values; B-score at 10 µM; actives 1.1% (n = 310,000);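 active means fluorescence ratio B-score at most minus 3 library SDs, with starting brightness B-score within 2 library SDs, cut at about -5.5 in these data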
# Target sequence (O88943 whole entry, looked up): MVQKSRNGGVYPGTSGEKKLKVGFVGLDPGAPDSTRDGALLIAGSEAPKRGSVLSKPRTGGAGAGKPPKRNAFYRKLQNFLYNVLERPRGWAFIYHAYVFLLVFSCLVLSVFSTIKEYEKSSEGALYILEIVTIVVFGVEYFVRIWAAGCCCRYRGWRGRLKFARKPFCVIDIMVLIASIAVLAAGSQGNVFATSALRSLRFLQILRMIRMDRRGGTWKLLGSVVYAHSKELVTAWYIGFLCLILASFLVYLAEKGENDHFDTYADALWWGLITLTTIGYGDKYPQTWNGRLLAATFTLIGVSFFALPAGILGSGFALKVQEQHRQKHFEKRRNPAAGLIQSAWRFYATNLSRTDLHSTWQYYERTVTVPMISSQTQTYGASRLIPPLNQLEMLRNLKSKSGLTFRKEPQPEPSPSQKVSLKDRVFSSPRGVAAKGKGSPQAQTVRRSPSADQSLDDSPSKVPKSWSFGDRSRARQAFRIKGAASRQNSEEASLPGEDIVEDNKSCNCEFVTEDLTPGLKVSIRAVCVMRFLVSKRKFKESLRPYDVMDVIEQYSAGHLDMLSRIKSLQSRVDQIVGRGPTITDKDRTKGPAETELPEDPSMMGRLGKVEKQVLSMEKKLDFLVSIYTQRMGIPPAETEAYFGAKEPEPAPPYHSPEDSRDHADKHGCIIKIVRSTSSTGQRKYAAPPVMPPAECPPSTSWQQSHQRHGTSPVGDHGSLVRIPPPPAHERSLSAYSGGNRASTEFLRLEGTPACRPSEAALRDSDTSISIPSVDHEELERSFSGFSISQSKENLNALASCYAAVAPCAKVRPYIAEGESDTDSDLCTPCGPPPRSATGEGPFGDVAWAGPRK
# CHT inh = inhibits the human high affinity choline transporter. Q9GZV3. CHT-expressing cells, membrane potential dye, choline response; hits give low values. B-score at 10 µM. actives 0.86% (n = 310,000). AID 488975;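 active means B-score over 3 SD under the library average, and starting fluorescence ratio not unusually high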;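 further: choline stimulus applied at its EC90 after an EC20 pre-addition; B-score computed on integrated fluorescence ratio after choline addition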
# Numbers without * were called inactive; i = inactive; nt = not tested or not shown.
SMILES,Kir21 inh,KCNQ2 inh,CHT inh
Cc1[nH]n(-c2c(Cl)cc(Cl)cc2Cl)c(=O)c1C=Nc1ccc(S(=O)(=O)N2CCOCC2)cc1,-0.01,i,i
Cc1nc2c(-c3ccc(F)cc3)c(C)[nH]n2c(=O)c1Cl,1.1,i,i
COc1ccc(/C=C/C(=O)Nc2nc(C)c(C(=O)N(C)C)s2)cc1OC,2.8,i,i
Cc1ccc(C(=O)c2cc3ccccc3o2)cc1C,-0.42,i,i
COc1ccccc1N(C)C(=O)c1cc(S(=O)(=O)N2CCc3ccccc32)cn1C,-0.07,i,i
COc1ccccc1C(=O)NC(=O)COC(=O)CCNS(=O)(=O)c1ccccc1,1.8,i,i
Cc1cc(C)cc(NC(=O)CSc2nc(=O)n(CCN3CCOCC3)c3c2CCCC3)c1,0.47,i,i
Cn1c(=O)cc(OCCCC(=O)NCc2ccco2)c2ccccc21,0.15,i,i
Nc1nc2c(s1)COc1ccccc1-2,-0.19,i,i
O=C(N/C(=C/c1cccc([N+](=O)[O-])c1)C(=O)N1CCCCC1)c1cccs1,-1.6,i,i
COCCn1c(N)c(N(Cc2ccccc2)C(=O)C2=COCCO2)c(=O)[nH]c1=O,0.56,i,i
CC1Cc2nc(SCC(=O)N3CCc4ccccc43)n(C)c(=O)c2S1 (configuration not stated),-1.4,i,i
COc1ccc(NC(=O)c2c(C(F)(F)F)nn(C)c2Cl)cc1,-0.02,i,i
COc1cc(/C=C2\SC(=S)N(Nc3ncc(C(F)(F)F)cc3Cl)C2=O)cc(OC)c1OC,-0.04,i,i
CC1=C(C#N)C(=O)N(C2CCS(=O)(=O)C2)C(=O)/C1=C\c1ccco1 (configuration not stated),-0.03,i,i

# Five entries out of the list, sorted by formula weight, descending:
SMILES,Kir21 inh,KCNQ2 inh,CHT inh
Cc1[nH]n(-c2c(Cl)cc(Cl)cc2Cl)c(=O)c1C=Nc1ccc(S(=O)(=O)N2CCOCC2)cc1,-0.01,i,i
Cc1cc(C)cc(NC(=O)CSc2nc(=O)n(CCN3CCOCC3)c3c2CCCC3)c1,0.47,i,i
COc1ccccc1C(=O)NC(=O)COC(=O)CCNS(=O)(=O)c1ccccc1,1.8,i,i
COCCn1c(N)c(N(Cc2ccccc2)C(=O)C2=COCCO2)c(=O)[nH]c1=O,0.56,i,i
COc1ccc(/C=C/C(=O)Nc2nc(C)c(C(=O)N(C)C)s2)cc1OC,2.8,i,i

# (next part)
SMILES,Kir21 inh,KCNQ2 inh,CHT inh
CC(C)CN1CCN(Cc2cccc3cccnc23)CC1CCO (configuration not stated),0.57,i,i
CC(C)(C)c1cc(C(=O)N/N=C/c2ccncc2)n[nH]1,-0.82,i,i
CN(Cc1ccccc1)Cc1nc2c([nH]1)c(=O)n(C)c(=O)n2C,0.01,i,i
CCn1ccc(C(=O)Nc2ncc(C)s2)n1,0.94,i,i
c1ccc(Cn2c(-c3cccs3)nc3nc4ccccc4nc32)cc1,1.3,i,nt
O=C(CN1CCN(S(=O)(=O)c2ccccc2)CC1)Nc1ccc([N+](=O)[O-])cc1,-0.86,i,i
COc1ccc(NC(=O)c2cc(-c3ccc(OC)c(OC)c3)nc3ccccc23)c(OC)c1,0.52,-5.9*,i
O=C1Nc2ccc(Cl)cc2C(C#CC2CC2)(C(F)(F)F)O1 (configuration not stated),-1.2,i,i
N#Cc1c(N)nc2c(c1N)CC(=O)N2c1ccccc1-c1ccccc1,0.25,i,i
Cc1nnc(-c2cccc(Br)c2)c2cn(-c3ccc(Br)cc3)nc12,-0.34,i,i
CCOC(=O)c1c(C)[nH]c(C2=NNC(=Nc3cccc(Cl)c3)SC2)c1C,1,i,i
CCn1c(SCc2ccc(F)cc2)nnc1-c1nn(-c2ccccc2)ccc1=O,-1.1,i,i
O=C(O)CCCNC(=O)/C(=C\C=C\c1ccccc1)NC(=O)c1ccccc1Cl,2.6,i,i
CN(C)CCCN(C(=O)c1ccc(S(=O)(=O)N2CCCCCC2)cc1)c1nc2ccc(Br)cc2s1,0.8,i,i
CCCCCC(=O)N1CCN(CCN=CC2=C(O)CC(c3ccc(OC)cc3)CC2=O)CC1 (configuration not stated),0.26,i,i
CN(C(=O)CSc1nc(-c2ccccc2)c(-c2ccccc2)o1)C1CCS(=O)(=O)C1 (configuration not stated),0.03,i,i
COc1ccccc1N1N=C(C(=O)c2ccccc2)C2C(=O)N(c3ccc(Br)cc3)C(=O)C21 (configuration not stated),-0.01,i,i
Cn1c(NCCCO)nc2c1c(=O)n(Cc1ccccc1F)c(=O)n2C,-3,i,i
COc1ccc(CSc2nc3ccccc3[nH]2)cc1,0.6,i,i
Cc1cccc(N(Cc2ccc(Cl)cc2)S(C)(=O)=O)c1,-4,i,i
O=C(CCS(=O)(=O)c1ccc(Cl)cc1)Nc1nc(-c2cccnc2)cs1,-0.4,i,i
Cc1cc(NS(=O)(=O)c2ccc(NC(=O)/C=C/c3c(F)cccc3Cl)cc2)nc(C)n1,1.1,i,-5.7*
CC1COC(Cn2c3ccccc3c3ccccc32)O1 (configuration not stated),-0.01,i,i
C/C(=N\NC(=O)COc1ccc(C)cc1Br)c1cc([N+](=O)[O-])cs1,-0.03,i,i
Cc1c(CC(=O)NCC(C)C)c(=O)oc2cc3c(cc12)CCC(C)(C)O3,-0.75,i,i
Cc1ccc(C2CC(c3cccc(Br)c3)n3nc(N)nc3N2)cc1 (configuration not stated),-2.1,i,i
CCc1nc(CNC(=O)C2CCC(=O)N(Cc3cccc(OC)c3)C2)no1 (configuration not stated),0.99,i,i
CCn1cc(C(=O)NCc2ccccc2F)c(=O)c2ccc(C)nc21,1.1,i,i
CC(C)NC(=O)N1CCC(n2nccc2NC(=O)CCOc2ccccc2)CC1,1.5,i,i
Cc1ccc(-c2csc(NCCc3nc4cc(Cl)c(Cl)cc4n3CCOCCO)n2)cc1,0.04,i,i
O=C(c1ccc([N+](=O)[O-])o1)N1CCN(c2nc3c(Cl)cccc3s2)CC1,0.63,i,i
C/C(=N\NC(=O)c1ccc(CN2CCOCC2)cc1)c1cccc([N+](=O)[O-])c1,-0.39,i,i
O=S(=O)(NC1CCCCC1N1CCCCC1)c1ccccc1 (configuration not stated),-0.93,i,i
O=C(CN(C(=O)c1ccc(Cl)cc1)N1C(=O)C2C3C=CC(C3)C2C1=O)c1cccs1 (configuration not stated),-0.77,i,i
Cn1c2ccccc2c2cc([N+](=O)[O-])ccc21,0.02,i,i
CC1(C)Cc2c(sc(NC(=O)C(C)(C)C)c2C#N)C(C)(C)N1,-0.05,i,i
Cc1cc(C)cc(N(C(=O)c2nsc(Cl)c2Cl)C(C(=O)NC2CCCC2)c2ccc(O)cc2)c1 (configuration not stated),-0.65,i,i
COc1ccccc1C(O)c1nccn1C (configuration not stated),0.75,i,i
Cc1cccc(NS(=O)(=O)c2cc(Cl)ccc2Cl)n1,0.09,i,i
COc1ccc([C@@H]2[C@@H]3C(=O)N(C(C)(C)C)C(=O)[C@@H]3[C@]3(Cc4ccc(Cl)cc4)C(=O)N(c4ccc(OC)cc4)C(=O)N23)cc1,1.6,i,i
O=C1CC(N2CCN(c3ccccc3F)CC2)C(=O)N1c1ccc(F)cc1 (configuration not stated),-0.86,i,i
COc1ccc(OCC(O)CN2C(=O)c3ccccc3S2(=O)=O)cc1 (configuration not stated),1.4,i,i
O=C(Cn1ccnc1)c1ccc(Cl)cc1,-1.7,i,i
COC(=O)c1c(NC(=S)NNC(=O)c2ccc(Cl)s2)sc(C(=O)N(C)C)c1C,-0.07,i,i
COc1ccccc1-c1c(C)oc2c(CN3CCCC(C)C3)c(O)ccc2c1=O (configuration not stated),4.1,i,nt
COc1ccc(C(=O)Nc2ccnn2C2CCN(CCC(C)c3ccc(C)o3)CC2)cc1 (configuration not stated),1.9,i,i
O=Cc1ccc(-n2cccn2)cc1,0.8,i,i
Cc1csc(SCC(=O)c2c(N)n(CC(C)C)c(=O)n(C)c2=O)n1,0.89,i,i
Cc1nnc(SCC(=O)Nc2ccc3c(c2)OCO3)[nH]c1=O,-0.46,i,i
CCOC(=O)c1ccc(OS(=O)(=O)c2ccccc2)c(OC)c1,1.4,i,i
COc1ccc(-c2nn3c(COc4ccccc4)nnc3s2)cc1OC,-0.97,i,i
O=C(CSc1cccc(C(F)(F)F)c1)Nc1cc(S(=O)(=O)N2CCCC2)ccc1Cl,-0.54,i,i
O=C(NCCCCNC(=O)c1c(F)c(F)c(F)c(F)c1F)c1c(F)c(F)c(F)c(F)c1F,-0.15,i,i
Cc1ccc(C(=O)/C=C\Nc2ccc(C)c(C)c2)cc1,-0.08,i,i
Cc1cc(C(=O)Nc2ccccc2N2CCOCC2)c2ccccc2n1,-4,-6.2*,i
CC1(C)CC(=O)C=C(Nc2ccc(Cl)cc2)C1,1.7,i,i
COc1ccccc1C(C(=O)NC1CCCC1)N(C(=O)c1csnn1)C1CC1 (configuration not stated),-0.96,i,i
Cc1ccc(NC(=O)CC(C)CC2=NS(=O)(=O)c3ccccc3N2)cc1 (configuration not stated),0.01,i,i
CC1CCC2(CC1)NC(=O)N(CC(=O)NC(=O)NC1CCCC1)C2=O (configuration not stated),-0.54,i,i
COCCN(C(=S)Nc1c(C)cccc1C)C(C)c1cccs1 (configuration not stated),0.78,i,i
# (list continues)
SMILES,Kir21 inh,KCNQ2 inh,CHT inh
Cc1ccc(NC(=O)N(CCCN2CCOCC2)Cc2cccnc2)cc1C,-0.01,i,i
CCCS(=O)(=O)c1c(S(=O)(=O)CCC)c2ccc(C(C)=O)cn2c1C(=O)OC,0.41,i,i
COc1ccc(CCNc2cc(-c3ccccc3)nc3ncnn23)cc1,-0.7,i,i
NC(=NC(=O)c1ccc(OCC(F)(F)F)nc1)c1ccccc1,1.8,i,i
Cc1csc(-c2coc3cc(O)cc(C)c3c2=O)n1,-0.43,i,i
CC(=O)N1c2ccccc2NC(=O)C1(C)C,-1.4,i,i
Cc1ccc2nc(-c3cccnc3)oc2c1,0.75,i,i
Cc1ccc(C(=O)O)cc1N1C(=O)c2cccc3cc(Br)cc(c23)C1=O,0.71,i,i
COc1ccc2nc(NC(=O)CSc3nc(SC)ns3)sc2c1,1.3,i,i
COc1ccc(C(=O)NCC(=O)N2CCC(C)CC2)cc1OC,0.52,i,i
CSc1ccc(CN2CCN(C(C)C)C(CCO)C2)cc1 (configuration not stated),-1.2,i,i
CN(C)N=C1c2cc(S(=O)(=O)N(C)C)ccc2-c2ccc(S(=O)(=O)N(C)C)cc21,-0.68,i,i
CCCCN(Cc1cccs1)S(=O)(=O)c1csc(C(N)=O)c1,-7.8*,i,i
CCc1ccc(OCCCC(=O)Nc2nnc(C3CCCO3)s2)cc1 (configuration not stated),2.8,i,i
Cc1ccc(SC(C)C(=O)Nc2cccc(N(C)S(C)(=O)=O)c2)cc1 (configuration not stated),-0.83,i,i
CC1CCCCN1C(=O)C(=O)c1cn(CC(=O)N2CCCCCC2)c2ccccc12 (configuration not stated),0.14,i,i
O=C(CN1C(=O)COc2ccccc21)NCC1CCCO1 (configuration not stated),-0.45,i,i
COC(=O)c1ccc(C(=O)OC)c(NC(=S)N2CCN(c3ccccc3F)CC2)c1,-0.15,i,i
COc1cc(NS(=O)(=O)c2ccc3[nH]c(=O)oc3c2)cc(OC)c1,-0.53,i,i
N#Cc1ccccc1Sc1ccccc1C(=O)N1CCOCC1,0.79,i,i
O=C(Nc1ccc2ccccc2n1)c1ccccc1Cl,-0.68,i,i
CC(/C=C1\SC(=S)N(CC(=O)N2CCN(c3ccccc3)CC2)C1=O)=C\c1ccccc1,1.2,i,i
COc1cc(COCC(O)CN2CCCCC2C)cc(OC)c1OC (configuration not stated),-0.03,i,i
O=C(NCc1ccc(Cl)cc1)C(=O)c1c[nH]c2ccccc12,0.34,i,i
CCOC(=O)N=S(=O)(Oc1ccc([N+](=O)[O-])cc1)c1ccccc1 (configuration not stated),0.06,i,i
COC/C=C/C1=CC2=CC(=O)C(C)(OC(=O)c3cnc4ccccc4n3)C(=O)C2=CN1c1ccc(CO)cc1 (configuration not stated),1.9,i,i
CN(CC(=O)Nc1ccncc1)S(=O)(=O)c1ccc(Cl)cc1,-0.07,i,i
CCOC(=O)c1cnc(SCC(=O)c2ccccc2)nc1N,0.19,i,i
O=C(c1cccnc1)N1CCc2ccccc2C1,0.15,i,i
CSc1nc(NCCCO)c2c3c(sc2n1)CN(C)CC3,-1.3,i,i
COc1c(Cl)cc(Cl)cc1CNCCO,-0.91,i,i
CCOC(=O)C1(Cc2cccc(OC)c2)CCN(Cc2cccc(O)c2)CC1,-1.5,i,i
CCOc1cc(C(=O)OCC(=O)c2c[nH]c3ccccc23)ccc1OCC(=O)N1CCOCC1,0.42,i,i
CCNC(=S)N/N=C(\C)c1ccc(N2CCOCC2)cc1,0.1,i,i
COCCCN(C(=O)c1ccccc1F)c1nc(-c2ccc(OC)cc2)cs1,-0.34,i,i
CCn1cc(CN2CCC(C(=O)Nc3cccc(-c4cccc(OC)c4)c3)CC2)cn1,0.78,i,i
CC(C)(C)c1ccc(OCCC(=O)Nc2ccc(N3CCOCC3)cc2N2CCOCC2)cc1,1.4,i,i
CC(=O)c1ccc(Sc2ccccc2)c([N+](=O)[O-])c1,-0.81,i,i
O=C1NC2(C=Cc3c(ccc4ccccc34)O2)Oc2ccccc21 (configuration not stated),-0.57,i,i

# Single records (already shown). Order of values: Kir21 inh, KCNQ2 inh, CHT inh
# `O=C(CCS(=O)(=O)c1ccc(Cl)cc1)Nc1nc(-c2cccnc2)cs1` as listed: -0.4, i, i
# `Nc1nc2c(s1)COc1ccccc1-2` as listed: -0.19, i, i
# `COc1cc(NS(=O)(=O)c2ccc3[nH]c(=O)oc3c2)cc(OC)c1` as listed: -0.53, i, i
# `N#Cc1c(N)nc2c(c1N)CC(=O)N2c1ccccc1-c1ccccc1` as listed: 0.25, i, i
